Compound activity from PubChem BioAssay.
ssDAF12 agonist – S. stercoralis DAF-12 nuclear receptor activators, primary screen, cell-based, luminescence, HEK293, GRIP1 co-expression, lit1-tk-luc. Nuclear hormone receptor DAF-12 (Strongyloides stercoralis). HEK293 ssDAF-12/GRIP1 lit1-tk-luc reporter; % of 3 µM dafachronic acid response. activation, % at 6.8 µM. 370,000 tested, 1% active. AID 652126, 2013;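 active = activation above the mean over all tested compounds plus 3 SD, cut at about 0.9% in these data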;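 also: 0% = DMSO-only wells and 100% = 3 µM delta7-dafachronic acid wells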
MBD2 DNA inh – inhibitors of MBD2 binding to methylated DNA, primary screen, biochemical, TR-FRET, DNA-binding domain, human | Methyl-CpG-binding domain protein 2 (Homo sapiens), Q9UBB5 | AID 686964, 2013 | 370,000 tested, 0.31% active | MBD2 binding to methylated oligonucleotide | inhibition, % at 4.4 µM; in the data active = inhibition above about 13%
hgDAF12 agonist – H. glycines DAF-12 receptor agonists, primary screen, cell-based, luminescence, HEK293, GAL4 fusion, UAS-luciferase; 370,000 tested, 1.8% active; activation, % at 6.8 µM; HEK293 GAL4-hgDAF12 UAS-luciferase reporter, agonist luminescence; normalized to butyrate control;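 active = activation above a cutoff set at the mean of all screened compounds plus 3 SD, cut at about 10% in these data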;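 also: 0% = DMSO wells and 100% = sodium butyrate wells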
PLCb3 inh – human PLC-beta3 inhibitors, primary screen, biochemical, fluorescence. 370,000 tested, 0.18% active. 1-phosphatidylinositol 4,5-bisphosphate phosphodiesterase beta-3 (Homo sapiens), Q01970. Purified PLC-beta3, fluorogenic substrate. inhibition, % at 12.2 µM; in the data active = inhibition above about 11%;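 also: 0% = median of compound wells on plate and 100% = full blocker control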
Target sequence (Q01970 whole entry, looked up): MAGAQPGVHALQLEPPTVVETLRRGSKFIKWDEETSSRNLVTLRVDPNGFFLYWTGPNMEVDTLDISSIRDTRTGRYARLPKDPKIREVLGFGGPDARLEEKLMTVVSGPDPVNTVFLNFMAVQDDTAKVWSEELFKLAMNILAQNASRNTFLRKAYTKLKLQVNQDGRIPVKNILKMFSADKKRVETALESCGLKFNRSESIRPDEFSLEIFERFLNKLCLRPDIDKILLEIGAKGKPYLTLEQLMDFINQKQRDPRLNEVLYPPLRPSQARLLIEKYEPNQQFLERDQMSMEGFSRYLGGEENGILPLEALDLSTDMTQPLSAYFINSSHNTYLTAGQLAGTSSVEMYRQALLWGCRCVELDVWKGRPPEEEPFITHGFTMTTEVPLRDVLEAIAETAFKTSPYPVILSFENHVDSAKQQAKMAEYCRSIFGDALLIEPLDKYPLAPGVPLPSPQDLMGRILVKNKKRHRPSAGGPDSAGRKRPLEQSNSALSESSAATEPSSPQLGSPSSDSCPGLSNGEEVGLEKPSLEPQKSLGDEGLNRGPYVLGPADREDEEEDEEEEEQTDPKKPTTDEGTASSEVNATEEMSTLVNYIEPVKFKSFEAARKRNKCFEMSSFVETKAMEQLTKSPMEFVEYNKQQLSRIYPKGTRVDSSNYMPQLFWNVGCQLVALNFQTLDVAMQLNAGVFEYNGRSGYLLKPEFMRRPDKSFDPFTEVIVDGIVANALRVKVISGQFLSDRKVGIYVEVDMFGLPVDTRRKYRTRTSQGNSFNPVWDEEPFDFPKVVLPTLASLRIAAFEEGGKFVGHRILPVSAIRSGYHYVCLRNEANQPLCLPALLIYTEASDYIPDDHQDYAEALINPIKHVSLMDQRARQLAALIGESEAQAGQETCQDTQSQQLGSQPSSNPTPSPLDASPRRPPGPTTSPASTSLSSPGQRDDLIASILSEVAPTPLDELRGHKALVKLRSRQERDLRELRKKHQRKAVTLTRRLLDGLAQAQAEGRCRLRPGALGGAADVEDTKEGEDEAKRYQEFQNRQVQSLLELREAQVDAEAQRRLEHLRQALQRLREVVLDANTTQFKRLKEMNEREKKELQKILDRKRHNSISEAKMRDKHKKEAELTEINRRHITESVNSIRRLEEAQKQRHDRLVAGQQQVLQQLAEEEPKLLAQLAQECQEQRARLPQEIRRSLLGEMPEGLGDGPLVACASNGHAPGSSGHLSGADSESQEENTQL
NR1D1 modulator – modulators of Rev-erb alpha DNA binding, primary screen, biochemical, FITC-DNA, fluorescence polarization, uHTS. Nuclear receptor subfamily 1 group D member 1 (Homo sapiens), P20393. Rev-erbα–FITC-DNA binding, 90 min. activity, % at 10 µM. 370,000 tested, 0.79% active. AID 1259318, 2017;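 active = activity above about 14%, limit read from the data; passing the limit was not always enough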;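 also: 0% = DMSO wells with 35 nM protein and 100% = DMSO wells with 750 nM protein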
PLC-gamma1 inh – PLC-gamma1 enzyme inhibitors, primary screen, biochemical, fluorescence, purified enzyme | AID 720700, 2013 | 370,000 tested, 0.84% active | fluorogenic substrate | inhibition, % at 12.2 µM | 1-phosphatidylinositol 4,5-bisphosphate phosphodiesterase gamma-1 (Homo sapiens), P19174; in the data active = inhibition above about 9.5%
DAX1 inh-1 – DAX1 (NR0B1) inhibitors, primary screen, cell-based, HEK293, Gal4-DAX1, luciferase luminescence | Nuclear receptor subfamily 0 group B member 1 (Homo sapiens), P51843 | HEK293 Gal4-DAX1 luciferase reporter | inhibition, % at 6.75 µM | 340,000 tested, 0.99% active | AID 504766, 2011;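 active = inhibition above the mean over all tested compounds plus 3 SD, cut at about 4.2% in these data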;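 also: 0% = DAX1-transfected cells with DMSO and 100% = empty-vector control cells with DMSO; inhibition shows as a rise in luminescence from relieved DAX1 repression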
SMARCA2 act – SMARCA2 (BRM) function activators, primary screen, cell-based, luminescence, high throughput. MG213 cells, MMTV-luciferase reporter, dexamethasone, overnight. activation, % at 9.1 µM. 370,000 tested, 1% active. AID 652017, 2013; in the data active = activation above about 7.8%;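 also: 0% = vehicle wells and 100% = reference activator wells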
DAX1 inh-2 – DAX1 (NR0B1) inhibitors on StAR promoter, primary screen, cell-based, luminescence, SF-1 (NR5A1), full-length DAX-1 | 370,000 tested, 1.1% active | HEK293T StAR-luciferase reporter, SF-1/DAX-1 repression relief | inhibition, % at 6.8 µM | AID 652010, 2013;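 active = inhibition above the mean over all tested compounds plus 3 SD, cut at about 3.6% in these data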;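 also: 0% = DAX-1 cells with DMSO and 100% = cells lacking DAX-1 with DMSO; higher inhibition means more luminescence from relief of DAX-1 repression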
ADAM17 inh – ADAM17 inhibitors, primary screen, biochemical, QFRET | AID 720648, 2013 | 370,000 tested, 0.83% active | recombinant ADAM17, EDANS/DABCYL FRET peptide cleavage | Disintegrin and metalloproteinase domain-containing protein 17 (Homo sapiens), P78536 | inhibition, % at 6.95 µM;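 active = inhibition above the mean of compounds lying between control limits plus 3 SD, set per campaign, cut at about 8.5% in these data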;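 also: 0% = DMSO-only wells as the low control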
hcDAF-12 act – H. contortus DAF-12 nuclear receptor activators, primary screen, cell-based, luminescence, HEK293, lit1-tk-luc reporter; activation, % at 6.8 µM; 370,000 tested, 1.4% active; HEK293 hcDAF-12 lit1-tk-luc reporter; 0% DMSO, 100% Δ7-dafachronic acid;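 active = activation above the mean of all tested compounds plus 3 SD, cut at about 5.5% in these data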;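 also: 100% = response to 3 µM Δ7-dafachronic acid high control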
* marks the source's active call; other numbers are inactive results; i = inactive; / = no result given. Outcome played no part in choosing rows; about 7.4% have a hit in one of these screens.

smiles	ADAM17 inh	DAX1 inh-1	DAX1 inh-2	ssDAF12 agonist	SMARCA2 act	hcDAF-12 act	MBD2 DNA inh	hgDAF12 agonist	NR1D1 modulator	PLC-gamma1 inh	PLCb3 inh
O=C(COc1ccccc1)N=C1SC2CS(=O)(=O)CC2N1Cc1ccccc1 (stereo not given)	-3	-1.1	-1.6	-0.8	0	-0.3	1	-0.2	-2	2	0
COc1ccc(C(=O)Nc2ccc(C(=O)Nc3cccc(C)c3)cc2)cc1	1	1.1	0.3	-0.6	-2	-2.0	0	-1.0	9	0	0
Cc1ccc(-c2cc(C(F)(F)F)c(C#N)c(SCCC#N)n2)o1	-120	1.9	-0.1	-0.7	-3	1.3	3	1.3	-4	-171	-227
S=C(NCC1CCCO1)NC1CCCCC1 (stereo not given)	3	2.3	0.0	-1.3	7	-0.7	-1	-2.0	1	2	4
COc1ccc(C=O)cc1COc1ccc([N+](=O)[O-])c(C)c1	1	1.4	-0.8	-1.7	-4	-0.6	-1	-3.9	-3	-5	-4
CC(=O)c1c(C)[nH]c(C(=O)OCC(=O)Nc2nnc(-c3ccccc3)o2)c1C	-3	0.8	2.0	-1.3	2	-1.1	0	-0.7	6	1	-4
CCC(CC)C(=O)NCCc1ccc(OC)c(OC)c1	-4	1.7	-0.4	-0.3	-2	0.1	6	-1.6	0	2	4
CCc1ccc(C(=O)NNC(=S)Nc2ccc(S(N)(=O)=O)cc2)s1	-13	-0.6	-0.4	0.6	-1	-0.8	1	2.3	4	-18	-19
CCOC(=O)C1(CCOc2ccccc2)CCN(Cc2ccc(C#CCCO)cc2)CC1	4	-0.1	-1.2	-0.8	-1	-0.3	-3	-1.7	1	4	-1
COC(=O)C1=CN(c2ccc(OC)cc2)C=C(C(=O)OC)C1c1ccc([N+](=O)[O-])cc1	-2	-0.1	0.5	-1.3	-1	-1.0	0	-1.2	0	-3	-15
COC(=O)CSc1nnc(CNS(=O)(=O)c2ccc(Cl)cc2)n1C	1	0.4	-0.6	-1.4	-1	-1.1	3	1.6	6	1	4
CCOc1ccc(NC(=O)CSc2nc(C)cc(C)n2)cc1	-1	-1.0	0.0	-1.7	1	-0.8	4	0.1	-4	-1	1
O=C(NCC1CCCO1)c1ccc2c(=O)n(Cc3cccc(Br)c3)c(=S)[nH]c2c1 (stereo not given)	0	-0.3	0.2	-2.2	-2	0.3	-2	0.0	-6	0	-2
CCN(CC(=O)Nc1ccc2c(c1)OCCO2)C(=O)/C=C/c1cccc(C(F)(F)F)c1	-1	-0.7	-1.1	-0.9	-1	-0.8	-2	0.0	4	-1	-12
COc1cc(NC(=O)CN(C)C2CCCCC2)c(C)cc1[N+](=O)[O-]	2	0.2	0.0	-1.8	2	-1.8	5	1.4	0	3	3
Cc1ccc(-c2csc3nc4cc(C(N)=O)ccc4c(=O)n23)cc1	-87	-0.7	-0.5	-0.9	0	-1.8	11	1.8	-4	-433	i
CCOCCCNC(=O)c1c[nH]c2ccc(S(=O)(=O)Nc3cccc(OC)c3)cc2c1=O	-2	-0.9	-0.3	-1.0	-4	1.6	1	4.1	3	0	1
CCCNC(=O)c1ccccc1SCc1c(C)noc1C	-3	0.2	-0.6	-0.6	0	0.5	-4	3.5	1	1	-6
O=S(=O)(NC(=NC1CCCCC1)c1ccccc1)c1ccc(F)cc1	-3	0.6	-0.2	-1.4	-1	0.3	4	-0.4	-2	2	-4
Cc1nc(NCCCN2CCOCC2)c2oc3ccccc3c2n1	-3	-0.2	-0.2	-0.9	0	1.1	-3	0.0	3	4	0
Cc1nc2cc(C(=O)N3c4ccccc4CC3C)ccc2s1 (stereo not given)	-1	0.4	-1.1	-0.2	-2	-0.8	6	2.0	-5	0	-1
Cc1nc2ccccc2c2c1C(=O)N(c1ccc(C(=O)O)cc1)C2=O	-3	0.4	0.0	-0.8	0	1.8	1	1.5	-1	-1	1
Nc1c(-c2ccccc2)cnn1-c1cccc(C(F)(F)F)c1	0	0.6	0.7	-0.4	5	2.6	6	8.2	-4	2	2
C/C=C/CSc1nc2c(c(=O)[nH]c(=O)n2C)n1Cc1ccc(C)cc1	1	0.7	0.2	-0.8	2	-0.5	-1	-0.4	0	-1	0
COCCn1c(C(C)C)nc2ccccc21	2	-0.3	-0.5	-0.3	0	-0.6	-3	-0.6	-3	-1	-5
O=C(Cc1c(F)cccc1Cl)Nc1ncc([N+](=O)[O-])s1	-2	1.9	1.3	-0.9	0	3.0	2	6.2	2	2	-3
O=[N+]([O-])c1cccc(S(=O)(=O)Nc2ccc(S(=O)(=O)N3CCCC3)cc2)c1	-1	-0.5	1.5	-0.5	-1	-1.6	-1	-2.2	-3	0	-2
Cc1ccc(S(=O)(=O)Nc2nc3ccc(S(C)(=O)=O)cc3s2)cc1	-6	1.8	0.5	-1.5	-1	1.5	5	-1.9	-1	0	-5
CCOC(=O)c1c(NC(=O)CSc2nnnn2-c2ccc3c(c2)OCO3)sc(C)c1C	0	0.8	0.6	-0.3	2	1.0	0	-0.8	-4	3	4
COc1cc(/C=C/C(=O)O)cc(S(=O)(=O)N2CCc3ccccc32)c1OC	0	-1.6	-0.7	2.3*	5	2.1	2	0.8	1	0	-5
Cc1cc(C)n(CCC(=O)N/N=C/c2ccc(O)cc2O)n1	-5	0.1	-1.2	-0.7	-4	-2.2	-2	-3.5	0	4	-1
COc1ccc(N2CCN(Cc3nc4c(c(=O)n(C)c(=O)n4C)n3C(C)C(C)=O)CC2)cc1 (stereo not given)	-2	-1.0	0.0	-1.6	-1	-2.1	-8	-1.6	-1	-14	4
CCN(CC)S(=O)(=O)c1ccc(/C=C/C(=O)OCC(=O)NCc2ccco2)cc1	-5	0.2	1.3	-1.0	-1	-1.5	8	-0.8	1	-4	-7
CCOC(=O)c1cccc(NC(=O)c2ccc3c(c2)OCO3)c1	-2	0.0	0.6	-0.4	2	3.0	3	3.9	-5	1	-5
CCCCn1c(SCC(=O)N2CCOCC2)nnc1-c1ccoc1C	-5	-1.1	-0.5	-0.5	-3	-1.6	6	-1.3	-6	-1	-1
CC(=O)NS(=O)(=O)c1ccc(Nc2ccc([N+](=O)[O-])c3nonc23)cc1	2	3.1	-0.1	-1.3	0	-1.8	-27	-2.1	26*	-6	-29
Cc1ccc(OCC(=O)N(Cc2cccs2)C2CCS(=O)(=O)C2)cc1C (stereo not given)	0	-0.9	-0.1	-1.3	0	-0.7	-4	0.2	0	1	-2
O=C(Nc1ccc(Br)cc1)Nn1cnnc1	-6	-0.6	-1.1	-0.8	0	-1.1	5	0.0	-2	-2	-9
O=C(NCc1ccccc1)c1ccc2c(=O)n(CCCN3CCCC3=O)c(=S)[nH]c2c1	-2	-1.9	-0.4	-1.2	1	-1.0	0	-1.8	-2	0	0
CC1(c2ccccc2)NC(=O)N(CC(=O)N2CCN(S(=O)(=O)c3c(F)cccc3F)CC2)C1=O (stereo not given)	0	1.0	-1.5	-1.2	0	-1.9	-6	0.4	-5	1	-4

Laid out differently: two of the compounds above
> O=[N+]([O-])c1cccc(S(=O)(=O)Nc2ccc(S(=O)(=O)N3CCCC3)cc2)c1
  ADAM17 inh: -1	DAX1 inh-1: -0.5	DAX1 inh-2: 1.5	ssDAF12 agonist: -0.5	SMARCA2 act: -1	hcDAF-12 act: -1.6	MBD2 DNA inh: -1	hgDAF12 agonist: -2.2	NR1D1 modulator: -3	PLC-gamma1 inh: 0	PLCb3 inh: -2
> CCCCn1c(SCC(=O)N2CCOCC2)nnc1-c1ccoc1C
  ADAM17 inh: -5	DAX1 inh-1: -1.1	DAX1 inh-2: -0.5	ssDAF12 agonist: -0.5	SMARCA2 act: -3	hcDAF-12 act: -1.6	MBD2 DNA inh: 6	hgDAF12 agonist: -1.3	NR1D1 modulator: -6	PLC-gamma1 inh: -1	PLCb3 inh: -1

The list continues:
smiles	ADAM17 inh	DAX1 inh-1	DAX1 inh-2	ssDAF12 agonist	SMARCA2 act	hcDAF-12 act	MBD2 DNA inh	hgDAF12 agonist	NR1D1 modulator	PLC-gamma1 inh	PLCb3 inh
CC1CCC2(CC1)CCN(CCCOC(=O)Nc1cccc(F)c1)C2=O (stereo not given)	2	/	-1.6	-1.8	-4	-1.9	5	3.3	2	2	3
CCCCN(C(=O)Cc1coc2cc(C)c(C)cc12)c1c(N)n(Cc2ccccc2)c(=O)[nH]c1=O	-3	-0.9	-1.1	-1.1	-2	-1.5	4	0.0	1	-7	-12
CCOC(=O)c1c(C)[nH]c(C(=O)OC(C)C(=O)NC2(C#N)CCCCC2)c1C (stereo not given)	-1	0.3	-0.6	-1.4	2	-0.5	-1	1.2	6	0	0
COc1ccc(-c2cc3nc(C)c(CCC(=O)NCc4ccco4)c(C)n3n2)c(OC)c1	-38	-0.3	-0.5	-1.6	-2	-2.4	-4	-2.2	-7	-264	-307
CC(C)Cn1nc(C(=O)Nc2nnc(C3CC3)s2)c2ccccc2c1=O	-4	-0.9	0.6	-1.4	4	-2.2	0	3.3	0	-1	-7
O=C(Nc1ncc(Cc2cccc([N+](=O)[O-])c2)s1)c1ccco1	6	0.4	1.9	-1.3	4	-2.5	0	2.1	-5	2	2
